Screening data: PubChem BioAssay, several laboratories
SUMO1-SIM PPI = modulators of human SUMO1-mediated protein-protein interactions; hit rate 0.33% among 360,000; AID 602429; P63165; SUMO1 binding to a labelled peptide, TR-FRET, 1 h; inhibition, % at 20 µM; in the data active = inhibition above about 37%
Target sequence (P63165 whole entry, looked up): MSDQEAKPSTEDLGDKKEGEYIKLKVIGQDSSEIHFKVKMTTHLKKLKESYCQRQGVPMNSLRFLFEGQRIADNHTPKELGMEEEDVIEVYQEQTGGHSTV
Neddylation inh = cullin neddylation inhibition. TR-FRET cullin neddylation, biochemical. AID 651699. hit rate 0.58% among 360,000. calls only at 25 µM; in the data active = inhibition above about 36%
LMPTP inh = LMPTP (human) inhibition; AID 651560; inhibition, % at 20 µM; recombinant LMPTP-A, OMFP fluorogenic substrate, fluorescence intensity; hit rate 0.22% among 360,000; P24666;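 active = compounds that cut the enzyme signal by at least half of the control window in the single-dose screen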;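 also: plate controls were DMSO wells with enzyme plus substrate for no effect and substrate without enzyme for full effect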
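Test system – LMPTP-A phosphatase enzyme · Quantity – 0.625 nM LMPTP-A final · Reagent – OMFP substrate, 400 µM final · Dosing – one test concentration per compound, 20 µM, with 3% DMSO overall · Timing – 50 min enzyme reaction at room temperature, protected from light · Detection – fluorescence intensity · Controls – substrate-only low control, DMSO enzyme-plus-substrate high control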
STEP block = inhibitors of human striatal-enriched phosphatase STEP; P54829; recombinant STEP, OMFP fluorogenic substrate, fluorescence; inhibition, % at 20 µM; hit rate 0.25% among 360,000; AID 588621;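 active = inhibition at 20 µM, scaled per plate between control wells, above about 37%, limit read from the data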;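 also: 0% = DMSO with enzyme and substrate and 100% = substrate only without enzyme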
Target sequence (P54829 whole entry, looked up): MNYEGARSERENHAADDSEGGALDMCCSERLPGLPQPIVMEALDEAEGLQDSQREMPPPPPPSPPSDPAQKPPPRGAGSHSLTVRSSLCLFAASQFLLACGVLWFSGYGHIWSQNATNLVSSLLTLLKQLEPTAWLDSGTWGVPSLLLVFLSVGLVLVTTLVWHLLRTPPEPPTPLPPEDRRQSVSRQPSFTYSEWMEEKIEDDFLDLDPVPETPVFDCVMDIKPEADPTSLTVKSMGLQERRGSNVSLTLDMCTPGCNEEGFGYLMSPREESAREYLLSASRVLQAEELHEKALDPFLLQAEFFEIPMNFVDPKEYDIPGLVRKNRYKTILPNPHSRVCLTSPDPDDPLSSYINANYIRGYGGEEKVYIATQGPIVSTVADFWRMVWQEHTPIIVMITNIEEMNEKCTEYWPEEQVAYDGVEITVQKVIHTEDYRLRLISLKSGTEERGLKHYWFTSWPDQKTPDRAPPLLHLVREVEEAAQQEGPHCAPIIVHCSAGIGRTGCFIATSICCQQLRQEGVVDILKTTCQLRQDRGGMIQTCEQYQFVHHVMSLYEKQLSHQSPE
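Also added – OMFP at 25 µM · Test system – STEP tyrosine phosphatase · Technique – FITC-channel fluorescence of OMFP product · Schedule – 20 min at room temperature, dark · Evaluation – control-normalized % inhibition with plate pattern correction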
Rpn11 inh = Rpn11 (human) deubiquitinase inhibition; O00487; human 26S proteasome, Ub4-pepOG fluorescence polarization; 20S core pre-blocked with epoxomicin; calls only at 20 µM; hit rate 0.59% among 360,000; AID 588493;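 active = inhibition at 20 µM, scaled to each plate's controls, above about 33%, limit read from the data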
Scp-1 inhibitor = blocks human Scp-1 phosphatase activity. Recombinant Scp1, phosphopeptide, malachite green phosphate absorbance. inhibition, % at 20 µM. hit rate 0.88% among 340,000. Q9GZU7;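 active = inhibition above about 50% at 20 µM, limit read from the data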;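 also: plate controls were DMSO wells with enzyme for no effect and wells lacking enzyme for full effect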
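Test system: SCP-1 catalytic domain; Buffer or medium: Acidic Tris acetate buffer with magnesium and detergent; Also added: Phosphorylated 17-residue peptide substrate; Compound: single 20 µM dose, 1% DMSO; Schedule: enzyme reaction 45 min at room temperature, colour 5 min, stabilisation 30 min; Signal: Phosphate-binding colour reagent, absorbance read at 630 nm.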
DNMT1 inh = DNMT1 (human) enzyme inhibition; P26358; DNMT1 molecular beacon, Hinp1I cleavage, fluorescence; inhibition (reported as % activation of signal), % at 10 µM; hit rate 0.83% among 360,000; AID 588458; in the data active = inhibition above about 50%
CSN inh = blocks human CSN-mediated cullin deneddylation; Purified CSN, SCF-Nedd8-OG deneddylation, fluorescence polarization; inhibition, % at 12.5 µM; hit rate 0.38% among 360,000; AID 651999;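 active = pattern-corrected inhibition above about 35%, with an unprinted fluorescence ratio check between 0.5 and 1.5, limit read from the data, passing the limit was not always enough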;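 also: 0% = enzyme with substrate and 100% = substrate without enzyme; some results filed as inactive read as strong as hits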
Target sequence (Q92905 whole entry, looked up, one chain of several): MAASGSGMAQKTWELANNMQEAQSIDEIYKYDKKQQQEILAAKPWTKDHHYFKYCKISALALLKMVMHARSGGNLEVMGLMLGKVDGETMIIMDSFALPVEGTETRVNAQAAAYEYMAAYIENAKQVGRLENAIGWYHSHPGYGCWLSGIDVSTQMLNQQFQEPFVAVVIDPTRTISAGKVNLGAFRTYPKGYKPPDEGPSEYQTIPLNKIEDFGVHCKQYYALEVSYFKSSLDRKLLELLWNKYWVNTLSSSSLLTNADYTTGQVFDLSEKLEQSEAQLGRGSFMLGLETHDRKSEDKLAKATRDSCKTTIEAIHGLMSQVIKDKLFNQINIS
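test system = HEK293T-derived human Csn5 enzyme | amount = 0.24 nM Csn5 enzyme, final concentration | medium = Tris/NaCl/DTT buffer, pH 7.5 | schedule = 90 min reaction at room temperature | signal = FP | evaluation = inhibition of Csn5 cleavage, % | compound dosing = single dose of 12.5 µM compound with 0.25% DMSO | probe or stimulus = 10 nM SCFSkp2-Nedd8OG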
NadD block = NadD (S. aureus) enzyme inhibition | purified NadD enzyme, colorimetric absorbance read-out | inhibition, % at 20 µM | hit rate 0.78% among 360,000; in the data active = inhibition above about 26%; also: some compounds past the cut are filed as inactive
Rin1 Abl inh = human Rin1-Abl interaction inhibition; P00519+Q13671; TR-FRET Rin1/Abl binding, biochemical; inhibition, % at 7.35 µM; hit rate 0.4% among 360,000; in the data active = inhibition above about 5%, passing the limit was not always enough
Numbers without * were called inactive; i = inactive; · = no result given.

SMILES	SUMO1-SIM PPI	Neddylation inh	LMPTP inh	STEP block	Rpn11 inh	Scp-1 inhibitor	DNMT1 inh	CSN inh	NadD block	Rin1 Abl inh
O=C(Cc1cccs1)Nc1ccc2c(c1)C(=O)OC2	-1	i	-0.5	-5	i	10	-4	-2	4	4
Cn1c(=O)c2c(nc(Sc3ncccn3)n2Cc2ccccc2Cl)n(C)c1=O	2	i	-2.1	2	i	-9	7	-4	-2	0
CC1CCCC(C)N1CCNC(=O)Cn1nc(-c2ccccc2)ccc1=O (stereo not given)	-12	i	-1.6	1	i	-11	-1	6	-5	-1
COc1cccc(C(CC(=O)NCC2CCCO2)NS(=O)(=O)c2ccc(C)cc2)c1OC (stereo not given)	0	i	-1.2	0	i	-7	3	-3	2	-2
CC(C)CC1C(=O)N(Cc2cn(CCC3OCCO3)nn2)CCS(=O)(=O)N1Cc1ccc(-c2ccccc2)cc1 (stereo not given)	2	i	0.8	2	i	·	-5	0	-9	1
COc1ccc(C(=O)/C=C/c2ccc(OC)c(Cn3nnc4ccccc43)c2)cc1	-5	i	5.4	2	i	-4	0	-10	0	-3
COc1ccc(CCNS(=O)(=O)c2ccc(Br)s2)cc1	0	i	0.1	-2	i	-5	-4	6	-6	3
Cc1ccc(-c2cc(=O)c3cc(F)ccc3[nH]2)cc1	9	i	-1.7	-4	i	-10	2	-5	-1	0
CCn1nnnc1-c1ccc(OC)c(S(=O)(=O)N2CCCCC2)c1	0	i	-1.5	-2	i	-11	5	0	-3	-3
CCOC(=O)c1c(-c2ccccc2)c(C(C)=O)c(=O)n(C)c1C	-1	i	-0.9	-2	i	0	3	0	-2	1
Cc1ccc(-c2csc(NC(=O)CSc3nc4ccccc4[nH]3)n2)cc1	-1	i	3.3	-5	i	1	-22	-1	13	-2
O=C(O)Cn1c(Cc2ccccc2)nc2ccccc21	6	i	-3.4	-1	i	10	-2	3	-6	1
O=C(O)CCCNS(=O)(=O)/C=C/c1ccccc1	-2	i	-0.3	-2	i	-6	2	-4	-6	0
COc1ccc2[nH]c3c(c2c1)CCN1C(=O)C(CC(=O)NCCCN(C)C)C[C@H](C(=O)N2CCOCC2)[C@@]31CCC1CCCC1 (stereo not given in full)	3	i	-4.9	0	i	-1	4	-2	-3	0
CC1CCCCC1NC(=O)CN1C(=O)c2cccc(N)c2C1=O (stereo not given)	-14	·	-1.6	-3	i	1	1	0	-1	-10
CCN(CC)CCOC(=O)c1ccc(Cl)cc1Cl	0	i	-1.0	3	i	6	0	-4	-7	3
NCCOc1ccc(C2CCCCC2)cc1	3	i	-1.2	0	i	-5	1	-1	-7	4
Cc1cc(C(=O)O)c(C)n1-c1ccccc1	3	i	0.6	4	i	-5	-2	-6	3	0
CCOc1cc(C(=S)N2CCOCC2)ccc1OS(=O)(=O)c1ccc(NC(C)=O)cc1	3	i	-0.8	2	i	10	-1	2	2	0
O=C(CNC1CCCCC1)N1CCc2ccccc2C1	-2	i	-0.6	0	i	-1	1	4	0	-2
Cc1cc(C)c(NC(=O)CSc2cccc[n+]2[O-])c(C)c1	3	i	0.6	-3	i	-5	-2	0	0	-1
O=C(Nc1cccc2cccnc12)c1cccc([N+](=O)[O-])c1	-19	i	1.0	4	i	-2	-4	-1	-2	-3
O=C(CSc1nnc(-c2cccnc2)o1)Nc1cccc(Cl)c1	-3	i	-0.9	2	i	-5	-3	2	-4	0
O=C(N[C@@H](Cc1c[nH]c2ccccc12)C(=O)O)C1CCN(S(=O)(=O)c2cccs2)CC1	3	i	0.3	2	i	2	0	3	-5	3
CN(C)c1ccc(S(=O)(=O)NCC(=O)OCC(=O)Nc2cc(Cl)cc(Cl)c2)cc1[N+](=O)[O-]	-11	i	3.8	-2	i	-5	-4	-1	-8	-3
CCN(CC)C(=O)CN(C#N)c1nc(OC)nc(N(C)C)n1	0	i	-2.4	1	i	-1	3	-3	2	0
O=C(CC(=O)c1ccccc1)Nc1ccccc1C(F)(F)F	-4	i	1.5	-2	i	-19	1	-2	-6	0
Cc1ccc(-c2cc(C(=O)NCC3CCCO3)no2)cc1 (stereo not given)	-3	i	-0.1	-4	i	-8	2	6	6	-1
O=C(C#Cc1ccccc1)Nc1ccc(F)cc1	4	i	1.3	-2	i	9	2	3	-8	-2
COc1ccccc1C(=O)NCCc1c(C)[nH]c2c(C)ccc(F)c12	1	i	0.1	-1	i	-8	-4	-3	-10	2
CC(=O)N1N=C(c2ccccc2)OC12CCCC2	-1	i	-1.0	1	i	-4	5	4	-2	0
COc1ccc2c(c1)C(C)=CC(C)(C)N2S(=O)(=O)c1ccc(Br)cc1	1	i	4.8	1	i	-10	-4	-1	0	1
O=C(CN1CCOCC1)N/N=C/c1ccco1	-3	i	-0.4	-1	i	3	15	-10	-4	0
O=C1c2ccccc2C(=O)N1Cc1nc2ccccc2c(=O)n1CCN1CCOCC1	-2	i	-1.0	3	i	5	1	-5	-4	4
CN1CCN(C(=O)/C=C/c2cn(-c3ccccc3)nc2-c2ccc3c(c2)OCCO3)CC1	-9	i	-6.4	2	i	-3	-8	-1	-5	-1
COc1ccc(C)cc1S(=O)(=O)n1c([N+](=O)[O-])cnc1C	5	i	0.2	1	i	-8	-2	0	2	-2

Ordered by value in NadD block (largest number first): some entries from above.
molecule | NadD block
COc1ccc2c(c1)C(C)=CC(C)(C)N2S(=O)(=O)c1ccc(Br)cc1 | 0
O=C(CC(=O)c1ccccc1)Nc1ccccc1C(F)(F)F | -6
O=C(C#Cc1ccccc1)Nc1ccc(F)cc1 | -8

Profiles, quoted from the list. Order of screens: SUMO1-SIM PPI	Neddylation inh	LMPTP inh	STEP block	Rpn11 inh	Scp-1 inhibitor	DNMT1 inh	CSN inh	NadD block	Rin1 Abl inh
Profile of COc1ccc2c(c1)C(C)=CC(C)(C)N2S(=O)(=O)c1ccc(Br)cc1 → 1	i	4.8	1	i	-10	-4	-1	0	1
Profile of CN(C)c1ccc(S(=O)(=O)NCC(=O)OCC(=O)Nc2cc(Cl)cc(Cl)c2)cc1[N+](=O)[O-] → -11	i	3.8	-2	i	-5	-4	-1	-8	-3
Profile of O=C(CN1CCOCC1)N/N=C/c1ccco1 → -3	i	-0.4	-1	i	3	15	-10	-4	0
Profile of CN1CCN(C(=O)/C=C/c2cn(-c3ccccc3)nc2-c2ccc3c(c2)OCCO3)CC1 → -9	i	-6.4	2	i	-3	-8	-1	-5	-1
Profile of CC(=O)N1N=C(c2ccccc2)OC12CCCC2 → -1	i	-1.0	1	i	-4	5	4	-2	0

Ordered by length of the SMILES (largest number first): three of the compounds above.
SMILES	SUMO1-SIM PPI	Neddylation inh	LMPTP inh	STEP block	Rpn11 inh	Scp-1 inhibitor	DNMT1 inh	CSN inh	NadD block	Rin1 Abl inh
Cc1ccc(-c2cc(C(=O)NCC3CCCO3)no2)cc1 (stereo not given)	-3	i	-0.1	-4	i	-8	2	6	6	-1
CC(=O)N1N=C(c2ccccc2)OC12CCCC2	-1	i	-1.0	1	i	-4	5	4	-2	0
O=C(CN1CCOCC1)N/N=C/c1ccco1	-3	i	-0.4	-1	i	3	15	-10	-4	0

Next section
SMILES	SUMO1-SIM PPI	Neddylation inh	LMPTP inh	STEP block	Rpn11 inh	Scp-1 inhibitor	DNMT1 inh	CSN inh	NadD block	Rin1 Abl inh
O=C(/C=C(\c1ccccc1)n1cncn1)c1ccccc1	-10	i	0.0	0	i	6	6	-10	2	1
O=C(CN1CCN(CC(=O)Nc2ccccc2Cl)CC1)Nc1ccc(F)c(F)c1	4	i	-2.4	-1	i	2	-2	8	-9	3
COCCNC(=O)/C(C#N)=C/c1ccc(O)c([N+](=O)[O-])c1	-25	i	-1.9	-2	i	-8	-3	0	-4	1
CCOc1ccccc1NC(=O)CSc1ccc(-c2ccco2)nn1	-1	i	1.2	3	i	10	2	5	-2	-3
Cc1cc(C)nc(SC2=CS(=O)(=O)c3ccccc32)n1	2	i	-0.6	2	i	-4	20	1	0	0
COC(=O)C1=C(C)NC2=C(C(=O)CCC2)C1c1coc2ccccc2c1=O (stereo not given)	-3	i	0.4	-1	i	3	-1	2	2	0
CCOc1ccc2nc(/N=C/c3c(C)[nH]n(-c4ccc(C)cc4)c3=O)sc2c1	5	i	-0.5	1	i	1	-4	-1	-1	4
O=C(Nc1cccc(S(=O)(=O)N2CCCCC2)c1)c1ccc(Cl)nc1	11	i	-0.5	-4	i	-6	-12	-6	-6	2
O=C(O)C1=C[C@@H](C2CCCCC2)C[C@@H](OCc2ccc(CO)cc2)O1	9	i	-0.3	-3	i	-6	11	-2	1	-1
CCN(CC)S(=O)(=O)c1cc(NS(=O)(=O)c2cccc(Cl)c2)ccc1C	-1	i	0.9	2	i	-7	5	0	-7	0
Cc1cccc2cc(COC(=O)c3ccco3)c(=O)[nH]c12	5	i	0.4	-4	i	-5	1	4	-1	-2
COc1c2ccoc2cc2oc(=O)ccc12	-9	i	-0.7	3	i	4	0	2	1	-9
Cc1ccc(OCC(=O)NNC(=O)CCC(=O)NCc2ccccc2)cc1	1	i	0.0	-3	i	0	-5	1	-2	-2
Cc1nc(NC(=O)/C=C/c2ccccc2)sc1C(=O)N1CCCCC1	-5	i	2.5	5	i	-2	-5	-1	-8	3
COc1ccc(Cl)cc1S(=O)(=O)N1CCN(C(=O)c2ccco2)CC1	0	i	-1.4	-3	i	-3	-3	-1	1	-3
COc1cc(C(O)c2nc3ccccc3s2)cc(OC)c1OC (stereo not given)	1	i	0.2	0	i	-14	1	6	-8	3
COc1ccc(Cn2nnnc2C(c2ccccc2Cl)N2CCN(C)CC2)cc1 (stereo not given)	-2	i	-4.9	2	i	-5	2	0	-4	-2
Nc1ncnc2c1ncn2[C@@H]1O[C@H](CNCC(O)CO)[C@@H](O)[C@H]1O (stereo not given in full)	4	i	-1.5	2	i	4	3	-7	1	-1
CN(C)c1ccc(C2CNC(c3ccc(Cl)c([N+](=O)[O-])c3)c3[nH]c4ccccc4c32)cc1 (stereo not given)	5	i	5.0	-1	i	0	7	12	22	-1
